LDHA block: LDHA (human) enzyme inhibition. P00338. purified LDHA, NADH/diaphorase-resazurin fluorescence; hits give low values. activity change, % (values are at about 110 or 230 µM). 480,000 compounds, 0.15% hits. AID 1347041; in the data active means activity change below about -30%; inconclusive means mostly about -25% to -30%;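 further: plate controls were DMSO wells for no effect and wells without enzyme for full effect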
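Resorufin fluorescence (ex540/em590), read at 0 and 20 min after diaphorase/resazurin addition, reports the NADH left after a 5 min room-temperature reaction of 2 nM human LDH5 with 0.06 mM NADH and 0.2 mM pyruvate.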
RGS4 inh: human RGS4 inhibition; 390,000 compounds, 0.039% hits; Potency, µM (series often up to 114 µM), for inactives: at the highest dose activity change, negative = inhibition, most hits filed as inhibitors; Transcreener GDP fluorescence polarization, RGS4-accelerated GTP hydrolysis; P49798; further: potency means the concentration at half of the fitted maximal effect; on the % scale 0 is the no-effect control and ±100 the full control effect; nearly all actives have a fitted effect of over 75% in size; some results filed as inactive show a strong effect at the top dose
Target sequence (P49798 whole entry, looked up): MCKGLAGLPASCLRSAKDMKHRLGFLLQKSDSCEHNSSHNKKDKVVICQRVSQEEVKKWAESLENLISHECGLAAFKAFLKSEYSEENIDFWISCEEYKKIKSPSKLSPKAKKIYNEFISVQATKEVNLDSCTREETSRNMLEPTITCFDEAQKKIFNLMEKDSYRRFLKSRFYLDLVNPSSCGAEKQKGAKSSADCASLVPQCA
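MLSMR compounds (23 nl, pin-transferred) preincubated 10 min at room temperature with a 500nM (2x) first reagent, then RGS4 at 900nM (2x) plus Transcreener GDP mix added; fluorescence polarization (620/688 nm) read before and after 90 min at 30 °C.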
ERG Ets-DNA blk: ERG Ets/DNA interaction inhibition; fluorescence polarization, His-ERG Ets domain / labelled DNA; 370,000 compounds, 0.028% hits; P11308; AID 624246; Potency, µM (series often up to 76.9 µM), for inactives: top-dose FP activity, negative = inhibition, actives largely listed as inhibitors; active means well fitted inhibition curve with a large enough effect in the polarisation, with a control signal flat; inconclusive means small, poorly fitted or top-dose-only effect, or effect the other way, or a change in a side signal; inactive means no such curve, though single readings can be large or run the other way; the % refers to the polarisation;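 further: polarization taken with two DNA probes labelled with fluorescein and Texas red; potency means the concentration at half of the fitted maximal effect; % of control where 0% means no effect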
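His-tagged ERG Ets domain (1 uM in the protein solution; 300mM KCl, 50mM Tris-HCl, 1mM EDTA, 1mM DTT, pH 7.5) received compound, then a probe mix of 5 nM fluorescein-DNA and 100nM Texas-615-DNA. Fluorescence polarization was read for both dyes.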
12-LOX inh: ALOX12 (human) lipoxygenase inhibition; P18054; purified 12hLO, xylenol orange hydroperoxide absorbance; Potency, µM (titrated, usually from 108 µM), for inactives: top-dose activity change, negative = inhibition, usual class: inhibitors; 580,000 compounds, 1.1% hits; further: potency means the concentration at half of the fitted maximal effect; on the % scale 0 is the no-effect control and ±100 the full control effect
Target sequence (P18054 whole entry, looked up): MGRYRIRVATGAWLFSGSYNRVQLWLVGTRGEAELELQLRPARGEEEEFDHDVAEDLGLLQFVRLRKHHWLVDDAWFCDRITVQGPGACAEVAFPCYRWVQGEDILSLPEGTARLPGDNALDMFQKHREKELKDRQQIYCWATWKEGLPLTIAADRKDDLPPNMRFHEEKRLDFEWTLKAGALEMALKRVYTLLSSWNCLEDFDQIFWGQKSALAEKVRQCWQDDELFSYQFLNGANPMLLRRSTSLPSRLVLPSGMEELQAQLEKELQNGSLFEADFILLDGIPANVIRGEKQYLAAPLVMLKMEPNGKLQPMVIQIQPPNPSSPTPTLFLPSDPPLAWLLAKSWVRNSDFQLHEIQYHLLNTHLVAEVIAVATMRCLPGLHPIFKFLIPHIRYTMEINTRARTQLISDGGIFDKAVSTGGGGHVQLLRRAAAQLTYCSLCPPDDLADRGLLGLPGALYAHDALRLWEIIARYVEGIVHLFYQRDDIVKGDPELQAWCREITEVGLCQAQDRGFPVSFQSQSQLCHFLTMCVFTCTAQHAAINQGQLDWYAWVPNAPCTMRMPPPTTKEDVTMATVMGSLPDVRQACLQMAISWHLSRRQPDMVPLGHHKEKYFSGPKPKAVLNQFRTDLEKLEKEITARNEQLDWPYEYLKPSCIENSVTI
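Purified human 12hLO (150 nM final) in 25 mM Hepes, 0.01% Triton X-100, pH 7.0 was preincubated 15 min at room temperature with compound. Then 40 uM arachidonic acid was added, 30 min. Hydroperoxide was read by Fe-XO absorbance ratio 573/405 nm.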
Pol beta inh: inhibitors of human DNA polymerase beta; Pol beta primer extension/strand displacement, fluorescence kinetic; Potency, µM (titrated, usually from 114 µM), inactives show at the highest dose activity change, negative = inhibition, most hits filed as inhibitors; 340,000 compounds, 1.3% hits; AID 485314; further: potency means the concentration at half of the fitted maximal effect; on the % scale 0 is the no-effect control and ±100 the full control effect
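10 nM enzyme + cpd, 15 min RT; start with substrate 50 nM final; read 0 min and after 10 min RT. Corrected, normalized data; 4-parameter Hill curve fit.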
Pol eta inh: DNA polymerase eta (human) inhibition. Q9Y253. recombinant Pol eta, fluorescent DNA replication assay. Potency, µM (top dose mostly 114 µM), for the others: at the highest dose activity change, negative = inhibition, actives largely listed as inhibitors. 390,000 compounds, 1.2% hits; further: potency means the concentration at half of the fitted maximal effect; on the % scale 0 is the no-effect control and ±100 the full control effect
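Pol eta (10 nM) was preincubated with compounds for 15 min at room temperature, after which fluorescent replication substrate (50 nM final) was added to start the reaction. Fluorescence was read kinetically at 0 and 10 min.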
Apoferritin bind: candidate novel general anesthetic via apoferritin binding | 350,000 compounds, 0.074% hits | P02791 | AID 485281 | apoferritin/1-aminoanthracene competitive binding, fluorescence | Potency, µM (series often up to 77.5 µM), for the others: at the highest dose activity change, negative = displacement, actives largely listed as inhibitors; further: potency means the concentration at half of the fitted maximal effect; on the % scale 0 is the no-effect control and ±100 the full control effect; nearly all actives have a fitted effect of over 20% in size
Target sequence (P02791 2-175 limits assumed): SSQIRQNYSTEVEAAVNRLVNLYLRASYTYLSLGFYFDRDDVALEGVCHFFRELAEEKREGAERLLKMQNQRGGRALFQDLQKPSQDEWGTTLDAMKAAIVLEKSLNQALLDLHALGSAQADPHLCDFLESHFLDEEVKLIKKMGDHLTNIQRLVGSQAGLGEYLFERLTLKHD
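Concentration-response curves derived by four-parameter Hill fitting of normalized fluorescence, where compounds displaced 1-AMA from 10 uM horse apoferritin following a brief 10 min room-temperature incubation; propofol titration acted as positive control.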
Pol kappa inh: DNA polymerase kappa (human) inhibition; Q9UBT6; purified Pol kappa, fluorescent DNA synthesis assay, 10 min; Potency, µM (doses to about 107 µM), without a hit: top-dose activity, negative = inhibition, hits mostly inhibitors; 400,000 compounds, 0.53% hits; further: potency means the concentration at half of the fitted maximal effect; on the % scale 0 is the no-effect control and ±100 the full control effect
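Inhibition of 10 nM Pol kappa is measured by a fluorescent read-out at 0 and 10 min following addition of 50 nM substrate (final), with a 15-min room-temperature compound preincubation.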
APEX1 inh: blocks human APE1 abasic DNA cleavage. Potency, µM (titrated, usually from 65.8 µM), inactives show top-dose activity change, negative = inhibition, hits mostly inhibitors. recombinant APE1, TAMRA/BHQ-2 abasic DNA cleavage fluorescence. 350,000 compounds, 0.35% hits;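 further: potency means the concentration at half of the fitted maximal effect; plate controls were vehicle for no effect and reference inhibitor for full effect; nearly all actives have a fitted effect of over 55% in size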
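Compound pre-exposure to 0.75 nM APE1, 15 min at ambient temperature. Reaction initiated with 50 nM TAMRA/BHQ-2 THF substrate, read immediately in kinetic mode, 525 nm excitation, 598 nm emission.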
* marks the source's active call; other numbers are inactive results; ? = inconclusive; nt = not tested or not shown; & = joins results of further samples; [ ] = remark or other dose. Unless noted, the call rests on the fitted dose curve; in most records, active means well fitted curve in the direction sought with a large enough effect; inconclusive means small, poorly fitted or top-dose-only effect, or another doubt; inactive means no such curve, though single readings can be large; an effect the other way counts as inactive or inconclusive. A portion of the library (hit frequency here may not be typical).

Each structure is followed by: LDHA block, RGS4 inh, ERG Ets-DNA blk, 12-LOX inh, Pol beta inh, Pol eta inh, Apoferritin bind, Pol kappa inh, APEX1 inh
O=[N+]([O-])c1cc(-c2nc(-c3ccccc3)no2)ccc1NCc1cccnc1
    -7, 11%, 0%, -10%, 5%, -15%, -2%, -9%, nt
COc1ccc(C(=O)/C=C/Nc2ccc(S(=O)(=O)Nc3nc(C)cc(C)n3)cc2)c(OC)c1
    -7, -12%, 1%, -27%, 13%, -10%, -5%, -25%, 16%
CC(NC(=O)CNC(=O)c1ccc2c(c1)OCO2)c1ccc(S(N)(=O)=O)cc1 (centres undefined)
    0, 1%, -7%, -10%, nt, -5%, nt, -2%, 49%[activator]
Cc1ccc(NC(=O)CCN2CC(C)OC(C)C2)cc1C (centres undefined)
    0, 4%, -1%, -14%, 38%, -17%, -2%, 3%, -7%
CN(CC(=O)NCc1ccccc1Cl)CC(=O)Nc1ccccc1Br
    -9, -15%, -1%, ?, nt, -12%, nt, -5%, -2%
COc1ccc(-n2cc(CNC3CCOCC3)c(-c3cccc(F)c3)n2)cc1
    -2, 28%, 11%, -12%, 1%, 0%, -10%, -11%, 8%
O=C(O)C1=C[C@@H](c2ccc3c(c2)OCO3)C[C@@H](OCCCCO)O1
    12, -2%, -2%, -13%, 4%, 4%, -1%, 12%, 4%
Cc1ccc(OCc2nc(-c3ccc(C(=O)N4CCN(c5ccccc5F)CC4)cc3)oc2C)cc1
    3, 3%, 3%, 5%, -3%, -9%, 0%, -13%, nt
O=C1Nc2ccc(S(=O)(=O)NCc3ccco3)c3cccc1c23
    34, -20%, -7%, ?, nt, 20µM*, nt, -43%, nt
O=C(N/N=C/c1ccccc1)c1c(O)c2ccccc2[nH]c1=O
    2, 9%, 13%, 4%, 26%, -16%, 5%, -6%, 5%
O=C(N1CCOCC1)C12CC3CC(C1)CC(c1ccccc1)(C3)C2
    0, 5%, 0%, 0%, 15%, -4%, -13%, -3%, -2%
Cc1ccc2nc(CSc3nc(C)cc(C)c3C#N)[nH]c2c1
    0, -40%, -4%, 0%, ?, -17%, 72%[activator], -16%, 3%
CC(=O)c1cccc(N(CC(=O)N2CCOCC2)S(C)(=O)=O)c1
    3, 5%, nt, 27%, -14%, -4%, 8%, -3%, -7%
Cc1cc(NC(=O)CSc2nc(CCC3CCCC3)nc3ccccc23)no1
    -2, -45%, 7%, -16%, 4%, -7%, -3%, -8%, -3%
O=C(NCC1CCN(Cc2cccc(Cl)c2)CC1)c1cc2ccc3cccnc3c2[nH]1
    -1, 1%, 0%, 9%, 16%, -6%, -4%, 0%, nt
C=CCC(c1ccccc1F)N(CCN1CCOCC1)C(=O)Nc1cccc(Cl)c1 (centres undefined)
    0, 10%, 4%, ?, 22%, -7%, -13%, -16%, -4%
O=S(=O)(c1cccs1)N1CCN(c2ccc(F)cc2)CC1
    -8, 12%, -2%, 7%, 30%, -2%, 0%, -3%, 23%
CN(C)S(=O)(=O)c1ccc2c(c1)N(CC(=O)Nc1ccc(OC(F)(F)F)cc1)C(=O)CS2
    -14, 18%, -9%, -6%, 1%, -9%, -7%, 18%, nt
C=CCn1c(SCC(=O)N2CCCCCC2)nc2ccccc2c1=O
    1, -2%, 0%, 3%, 2%, -14%, -16%, -8%, 25%
CSc1nc2ccc(NS(=O)(=O)c3ccc(CNC(C)=O)cc3)cc2s1
    -2, 1%, -5%, -6%, nt, -18%, nt, 3%, -6%
COc1cccc(N2CCN(C(=O)CN(C)S(=O)(=O)c3ccc4c(c3)CCC(=O)N4)CC2)c1
    3, 7%, 13%, -15%, 27%, -11%, -14%, 12%, 6%
O=C(Cc1ccc(-c2ccccc2)cc1)NCCS(=O)(=O)N1CCN(c2ccccc2)CC1
    -12, 3%, -6%, -26%, -5%, -2%, -11%, -8%[60.1 µM], nt
O=C(O)CSc1cccc[n+]1[O-]
    -5, 4%, -3%, -16%, 7%, 7%, 1%, 1%, 6%
CCC1COCCS(=O)(=O)N1Cc1ccc(F)cc1 (centres undefined)
    -1, 2%, -3%, 9%, 12%, 5%, -9%, 3%&12%, 16%
CN(C)c1oc(-c2ccccc2[N+](=O)[O-])nc1C#N
    0, ?, 0%, 7%, 34%, -14%, -13%, 3%, 3%
COc1ccc(C(C)NC(=S)NCc2ccc(F)cc2)cc1OC (centres undefined)
    -4, 15%, -11%, -19%, 28%, 2%, -5%, -9%, 19%
CCCCn1nc(C(=O)Nc2ccccc2N2CCCC2)c2ccccc2c1=O
    5, ?, 6%, -19%, nt, -22%, nt, -18%, 3%
Cc1ccc(N(C(=O)c2ccccc2Cl)C2=NC(C)CS2)c(C)c1 (centres undefined)
    1, -22%, -9%, -8%, 4%, -27%, 5%, 2%, 4%
O=c1cc(CNc2cc(Cl)ccc2Cl)nc2sccn12
    -3, -27%, 4%, ?, 8%, -19%, -9%, -6%, 0%
Cc1cccc(C)c1NC(=O)c1nc(SC(C)C)ncc1Cl
    -1, 15%, 3%, -24%, 9%, -1%, -18%, -11%, nt
CC(OCC(O)CNCC1COc2ccccc2O1)c1ccc(Cl)cc1 (centres undefined)
    -11, -27%, 4%, ?, -12%, ?, -18%, -2%, 0%
COCC(C)n1c(C)cc(C(=O)COC(=O)c2cnc(Cl)c(Cl)c2)c1C (centres undefined)
    -2, 11%, -6%, 200%[activator], nt, -15%, nt, -9%, -8%
CN1CCN(C(=O)c2ccc(Cl)cc2)CC1
    -1, -11%, -3%, 114%[activator], ?, -20%, 0%, 2%, 35%
CCOc1cccc(C(=O)NC(=S)Nc2cccc(NC(=O)c3ccccc3Cl)c2)c1
    0, -37%, 9%, 11µM*, -11%, ?, -4%, -4%, 0%
COc1cc(OC)cc(C(=O)Nc2ccc(NC(=O)c3ccco3)c(Cl)c2)c1
    -3, ?, 3%, -9%, ?, ?, 37%[activator], -14%, 1%
C=CCn1c(SCC(=O)Nc2nccs2)nnc1-c1cc2cccc(OC)c2o1
    -8, 6%, -3%, ?, 6%, -1%, 7%, -15%, -3%
C/C=C(\C)C(=O)Nc1cccc(C2=NOC3(C2)C[C@@H](C(N)=O)N(C(=O)c2ccccc2C(=O)c2ccccc2)C3)c1 (some centres undefined)
    7, 1%, -10%, -10%, 13%, -18%, -12%, -4%, -6%
N#Cc1c(F)cccc1N1CCN(Cc2ccc3c(c2)OCO3)CC1
    -3, 13%, -4%, 5%, 2%, -6%, -10%, -18%, 43%
CN1CCN(c2nc3c(c(=O)[nH]c(=O)n3C)n2Cc2ccccc2F)CC1
    4, 4%, 7%, nt, -2%, -26%, -3%, -2%, 5%
COc1cc(OC)c(NC(=O)Cc2cccs2)cc1Cl
    -2, -51%, 13%, -11%, -2%, -17%, -14%, -2%, 13%
CCOc1ccc(C(=O)NCC(=O)OCC(=O)Nc2cccc(S(=O)(=O)N3CCCC3)c2)cc1
    -2, ?, 14%, -7%, -2%, -21%, -4%, 11%, -2%
O=C(Cc1ccc(Cl)c(Cl)c1)N/N=C/c1cccnc1
    -1, -37%, -3%, ?, 51%, -4%, ?, -2%, 7%
Nc1nccnc1C(=O)OCC(=O)NNC(=O)c1ccccc1
    -1, -8%, -3%, 484%[activator], -5%, ?, 51%[activator], -28%, 2%
O=C1OC(c2ccccc2)=C/C1=C\N1CCOCC1
    2, -46%, 2%, ?, -26%, 4%, -19%, -4%, -4%
COc1ccc(CC(C)N2CCN(c3ccccc3)CC2)cc1OC (centres undefined)
    1, -14%, 7%, -28%, 5%, -16%, -1%, -1%, 2%
Fc1ccccc1CNC(=S)NCc1ccc(Cl)cc1
    1, -11%, 11%, ?, 1%, -10%, -19%, 3%, -9%
Cn1nnc2c(N3CCN(c4ccccc4Cl)CC3)ncnc21
    -4, 2%, -3%, -24%, -26%, 3%, -4%, -10%[60.1 µM], nt
O=C(Nc1nc(-c2ccc(Cl)cc2)cs1)c1cccnc1
    -2, -20%[11.4 µM], 8%, ?, 2%, 2%, -11%, 0%, -5%
O=C(NCc1cccnc1)c1ccccc1NS(=O)(=O)c1ccc(F)cc1F
    -1, 7%, 8%, -12%, 6%, -2%, -12%, 2%, 1%
CCc1nn(CC(=O)NCCOC)c(=O)c2cc3cc(F)ccc3n12
    -9, 8%, -1%, -27%, 1%, -15%, 5%, -8%, nt
Cc1ccccc1Oc1ccc2c(c1)[C@@H]1C[C@H]3[C@@H](C(=O)N1CC2)[C@H](C)ON3C
    -2, -14%, 3%, ?, nt, -9%, nt, -10%, nt
COc1ccccc1NC(=O)COC(=O)c1cc([N+](=O)[O-])ccc1N1CCCC1
    0, -1%, 6%, 158%[activator], nt, -19%, nt, 1%, -3%
Cc1ccc(-c2nc(S(=O)(=O)c3ccccc3)c(N3CCN(c4ccccc4)CC3)o2)cc1
    -10, 20%, 0%, -14%, -13%, -3%, 2%, 0%, nt

Records above marked active in Pol eta inh:
SMILES	LDHA block	RGS4 inh	ERG Ets-DNA blk	12-LOX inh	Pol eta inh	Pol kappa inh	APEX1 inh
O=C1Nc2ccc(S(=O)(=O)NCc3ccco3)c3cccc1c23	34	-20%	-7%	?	20µM*	-43%	nt

Bioassay records from PubChem.
